Source: PubChem BioAssay (Broad Institute)
GSIS activator – primary screen for activators of insulin secretion dependent on glucose, INS-1E cells, GLuc reporter luminescence | activation, % at 16.6 µM | hit rate 0.61% among 370,000 | AID 743287 | INS-1E GLuc reporter insulin secretion, 2-3 h;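 active = lowest replicate activation of at least 40%, so every replicate reaches that level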;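 note: 0% = median of neutral control wells and 100% = median of IBMX positive control wells; some compounds called inactive have numbers as strong as hits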
RAD54 branch – inhibitors of human RAD54 branch migration; hit rate 0.14% among 360,000; RAD54 Holliday junction branch migration, FAM/BHQ fluorescence; inhibition, % at 10.4 µM; Q92698;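 active = mean normalized replicate activity at least 40 and at least half of replicates scoring 40 or more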;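 note: 0% = median of neutral control wells and 100% = median of positive control wells; inhibitors cause a drop in the FAM fluorescence signal; in these data hits start at about 50%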
Casp6 inh – inhibitors of human caspase-6; P55212; purified caspase-6, Z-VEID-R110 cleavage fluorescence; inhibition, % at 12.5 µM; hit rate 0.53% among 350,000; AID 686996;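 active = mean inhibition across replicates at least about 35%, with every replicate also reaching that limit, limit read from the data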;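 note: 0% = median of neutral control wells and 100% = no fluorescence left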
Target sequence (P55212 24-179 limits assumed): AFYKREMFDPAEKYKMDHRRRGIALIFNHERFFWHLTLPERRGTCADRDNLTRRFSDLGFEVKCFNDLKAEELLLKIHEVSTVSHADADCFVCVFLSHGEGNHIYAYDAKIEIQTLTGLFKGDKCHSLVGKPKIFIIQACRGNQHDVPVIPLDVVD
Target sequence (P55212 194-293 limits assumed): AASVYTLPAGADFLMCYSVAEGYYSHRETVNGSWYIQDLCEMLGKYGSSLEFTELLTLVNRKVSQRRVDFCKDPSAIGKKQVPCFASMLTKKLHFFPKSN
RAD52 inh – blocks human RAD52 DNA annealing; recombinant RAD52 DNA annealing, FRET fluorescence; AID 651710; inhibition, % at 18.7 µM; P43351; hit rate 0.46% among 360,000;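 active = every replicate showing at least 50% inhibition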
Target sequence (P43351 whole entry, looked up): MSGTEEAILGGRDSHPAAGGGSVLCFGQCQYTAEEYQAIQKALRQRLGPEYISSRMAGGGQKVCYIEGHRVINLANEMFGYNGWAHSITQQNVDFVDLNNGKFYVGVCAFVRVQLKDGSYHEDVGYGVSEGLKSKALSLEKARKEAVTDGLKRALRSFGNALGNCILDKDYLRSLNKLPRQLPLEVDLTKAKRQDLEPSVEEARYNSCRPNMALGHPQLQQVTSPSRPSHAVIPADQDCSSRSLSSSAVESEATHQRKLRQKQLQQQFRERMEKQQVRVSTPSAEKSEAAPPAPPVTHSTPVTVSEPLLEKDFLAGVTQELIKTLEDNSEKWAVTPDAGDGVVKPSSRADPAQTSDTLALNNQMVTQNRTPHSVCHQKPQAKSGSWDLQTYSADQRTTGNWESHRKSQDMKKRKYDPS
Xi reactivation – reactivates the inactive X chromosome in mouse fibroblasts | XiGFP mouse fibroblasts, % GFP-positive cells imaging, 3 d; cells co-treated with 5-aza-dC sensitizer; scaled so ellipticine positive control = 100% | activation, % at 7.58 µM | hit rate 0.055% among 360,000;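 active = mean normalized replicate activation at least 10% and every replicate at or above 10%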;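 note: 0% = median of on-plate neutral control wells and 100% = ellipticine 6 µM median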
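Assay system: SV40-immortalized XiGFP fibroblast cells, line 68-5-11; buffer or medium: DMEM plus 5-aza-dC sensitizer; compound: one concentration, pinned; timing: compounds 3 days, fix/stain 15 min at room temperature; benchmarks: positive control ellipticine, 6 µM final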
Numbers without * were called inactive; x = no result given.

SMILES | GSIS activator | RAD54 branch | Casp6 inh | RAD52 inh | Xi reactivation
O=S(=O)(c1ccc(F)cc1)N1CCN(C(=S)NC2CCCC2)CC1 | -14 | x | x | x | -0.1
COc1ccc(N2CCN(C(=O)c3c(C)nn(-c4ccccc4)c3C)CC2)cc1 | -4 | x | x | x | 0.0
OCCn1c(-c2ccccc2)csc1=Nc1ccccc1 | 7 | x | x | x | 0.1
CC(/C=N/NC(=O)Cc1cccn1C)=C\c1ccccc1 | -9 | x | x | x | 0.1
COc1ccc(OCC(=O)N2N=C(C(F)F)CC2(O)C(F)F)cc1 (configuration not stated) | 22 | x | x | x | -0.1
Cc1cccc(C(=O)NCCNc2nc3cc(C)c(C)cc3cc2C)c1 | 13 | x | x | x | 0.0
CC(=O)N1CCN(C(=S)c2ccc(Cl)cc2)CC1 | 14 | x | x | x | 0.0
C[C@H]1CN([C@@H](C)CO)C(=O)c2c(c3ccccc3n2C)-c2ccccc2CO[C@H]1CN(C)CC1CCCCC1 | -4 | x | x | x | 0.9
CCc1ccc(-c2cc(C(=O)NCc3ccccn3)c3ccccc3n2)cc1 | -7 | x | x | x | -0.5
O=C(c1ccncc1)N1CC(=O)N2[C@H](CO)[C@@H](c3ccc(C#CCC4CCCC4)cc3)[C@H]2C1 | 32 | x | x | x | 0.0
COC(=O)c1c(NC(=O)COC(=O)[C@@H](NS(=O)(=O)c2ccc(C)cc2)C(C)C)sc2c1CCC2 | -21 | x | x | x | -0.1
C[C@@H]1CN([C@H](C)CO)C(=O)c2c(c3ccccc3n2C)-c2ccccc2CO[C@@H]1CN(C)C(=O)Nc1cccc(Cl)c1Cl | 70 | x | x | x | 0.3

Four compounds picked at random from the list so far:
SMILES | GSIS activator | RAD54 branch | Casp6 inh | RAD52 inh | Xi reactivation
COc1ccc(N2CCN(C(=O)c3c(C)nn(-c4ccccc4)c3C)CC2)cc1 | -4 | x | x | x | 0.0
C[C@@H]1CN([C@H](C)CO)C(=O)c2c(c3ccccc3n2C)-c2ccccc2CO[C@@H]1CN(C)C(=O)Nc1cccc(Cl)c1Cl | 70 | x | x | x | 0.3
OCCn1c(-c2ccccc2)csc1=Nc1ccccc1 | 7 | x | x | x | 0.1
C[C@H]1CN([C@@H](C)CO)C(=O)c2c(c3ccccc3n2C)-c2ccccc2CO[C@H]1CN(C)CC1CCCCC1 | -4 | x | x | x | 0.9

The listing continues:
SMILES | GSIS activator | RAD54 branch | Casp6 inh | RAD52 inh | Xi reactivation
O=C(c1ccccc1)N1CCCCCC1 | -2 | x | x | x | 0.0
CCC(=O)N1C[C@H](C)[C@@H](OC)CN(C)C(=O)c2cc(NC(=O)CC(F)(F)F)ccc2OC[C@@H]1C | -3 | x | x | x | 0.2
COc1cccc(CN2[C@@H](CO)[C@H](c3ccccc3)C23CN(Cc2ccccc2OC)C3)c1 | -35 | x | x | x | 0.1
CCCC(CCC)=NNc1ccc(S(=O)(=O)Nc2ccccc2OC)cc1[N+](=O)[O-] | -27 | x | x | x | -0.1
CNC[C@H]1Oc2c(NC(=O)NC(C)C)cccc2C(=O)N(C)C[C@H]1C | 12 | x | x | x | 0.3
C[C@@H]1CN([C@H](C)CO)C(=O)c2ccccc2-c2ccccc2CO[C@@H]1CN(C)Cc1cccc2c1OCCCO2 | 4 | x | x | x | 0.0
COc1ccc2c3c(n(C)c2c1)[C@H](CO)N(CC1CC1)CC31CN(C(=O)c2ccc(F)cc2)C1 | -2 | x | x | x | 0.1
O=C(COC(=O)Cc1ccsc1)NCc1ccccc1 | -12 | x | x | x | 0.4
Cc1cccc(C)c1NC(=S)NCCCN1CCCC1=O | 9 | x | x | x | 0.2
Cc1ccc(C(=O)NCCc2nnc3ccc(SCC(=O)Nc4ccccc4C)nn23)cc1 | 3 | x | x | x | 0.0
O=C(COC(=O)Cc1ccc(Cl)cc1)Nc1ccc(OC(F)F)cc1 | 3 | x | x | x | 0.0
O=C1NCCOCc2cn(nn2)CCC[C@@H]1Cc1ccccc1 | -7 | x | x | x | -0.1
CNC(=O)c1ccc(Nc2nnc(-c3ccc(C)c(S(=O)(=O)NCC4CCCO4)c3)c3ccccc23)cc1 (configuration not stated) | -20 | x | x | x | 0.1
C[C@@H]1C(=O)N[C@H](c2ccc(F)cc2)CC=CC[C@H](C)Oc2ccccc2C(=O)N1C (mixture of isomers) | -11 | x | x | x | 0.3
CC(=O)N(C)C[C@H]1Oc2c(NS(C)(=O)=O)cccc2C(=O)N(C)C[C@@H]1C | 10 | x | x | x | 0.2
Cc1ccc(CNC(=O)c2ccc3nc4[nH]c5ccccc5c4nc3c2)cc1 | 61* | x | x | x | -0.1
S=C(NCc1ccncc1)Nc1cccc(Cl)c1 | 0 | x | x | x | 2.0
CC(=O)Nc1c(NC(=O)CC#N)[nH]c2c(c1=O)c(=O)n(C)c(=O)n2C | 7 | x | x | x | 0.1
O=C(COC(=O)Cc1cccc(C(F)(F)F)c1)NC1CC1 | 3 | x | x | x | 0.0
CCOC(=O)CCCCCC(=O)Nc1ccc2c(c1)C(=O)N([C@@H](C)CO)C[C@H](C)[C@H](CN(C)S(C)(=O)=O)O2 | -1 | x | x | x | -0.1
COc1cc(/C=C2\SC(=Nc3ccc(N4CCOCC4)cc3)N(C)C2=O)ccc1OC(C)C(=O)O (configuration not stated) | 18 | x | x | x | 0.0
CCCNC(=O)N1CC2(CN(C(C)=O)C2)c2c(n(C)c3cc(OC)ccc23)[C@@H]1CO | 50 | x | x | x | 0.3
COC(=O)CSc1nc(N)nc(C)c1Br | x | -9 | 0 | -2 | x
Cc1cc2oc(=O)cc(CN3CCc4ccccc43)c2cc1Cl | x | -1 | -2 | -11 | x
COc1ccc(C)cc1NC(=O)c1ccc(N(C)S(C)(=O)=O)cc1 | x | -3 | -4 | 4 | x
CC(=O)Nc1ccc(C(=O)N2CCCC2)cc1 | x | 5 | 2 | -1 | x
Cc1cc(S(=O)(=O)NC2CCCCC2)c(C)s1 | x | -14 | -2 | 2 | x
Cc1ccc(NC(=O)CSc2nnc(CCNC(=O)OC(C)(C)C)o2)c(C)c1 | x | 15 | -1 | 11 | x
OC(CN1CCN(c2ccc(C(F)(F)F)cn2)CC1)c1ccccc1 (configuration not stated) | x | -5 | 0 | -8 | x
CCOC(=O)Nc1cc(C(=O)OC)ccc1C | x | 2 | -1 | 8 | x
COc1ccc(-n2ncc3c(N4CCC(C(N)=O)CC4)ncnc32)cc1 | x | -16 | -4 | 3 | x
Cc1ccc(CNC(=O)COC(=O)c2ccc(S(=O)(=O)N3CCCC3)cc2)cc1 | x | -6 | -1 | -3 | x
CS(=O)(=O)N1CCN(C2CCN(Cc3ccccc3)CC2)CC1 | x | -11 | -2 | -15 | x
COc1ccc(CNC2CCCC2)c(OC)c1OC | x | 1 | -5 | -8 | x
CC(=O)c1cnc2c(-c3ccccc3)c(C)nn2c1C | x | -4 | -3 | -4 | x
COC(=O)c1ccccc1NC(=O)CSc1nc2ccccc2c(=O)[nH]1 | x | -1 | -5 | -13 | x

Reformatted: 4 of the compounds above
Value order – GSIS activator | RAD54 branch | Casp6 inh | RAD52 inh | Xi reactivation
COc1ccc(-n2ncc3c(N4CCC(C(N)=O)CC4)ncnc32)cc1
→ x | -16 | -4 | 3 | x
Cc1ccc(CNC(=O)COC(=O)c2ccc(S(=O)(=O)N3CCCC3)cc2)cc1
→ x | -6 | -1 | -3 | x
CS(=O)(=O)N1CCN(C2CCN(Cc3ccccc3)CC2)CC1
→ x | -11 | -2 | -15 | x
COc1ccc(CNC2CCCC2)c(OC)c1OC
→ x | 1 | -5 | -8 | x

The list goes on:
SMILES | GSIS activator | RAD54 branch | Casp6 inh | RAD52 inh | Xi reactivation
CCC(C)C(=O)N1c2ccccc2C(=C2SC(C(=O)OC)=C(C(=O)OC)S2)C(=S)C1(C)C (configuration not stated) | x | 1 | 2 | -2 | x
COCc1c(Br)c(C)nc(OCC(=O)O)c1C#N | x | 2 | -5 | -2 | x
CCOC(=O)N1CCN(C(=O)c2cn(CC)c3ccc(S(=O)(=O)N4CCCC4)cc3c2=O)CC1 | x | -8 | -1 | -5 | x
Cc1ccccc1OCC(=O)N/N=C/c1cccn1C | x | 3 | -4 | 1 | x
COc1ccc(N2CCn3c2nc2c3c(=O)n(CCCc3ccccc3)c(=O)n2C)c(OC)c1 | x | -9 | 3 | -6 | x
COC(=O)c1ccc(Cn2c(O)c(N=O)c3ccccc32)o1 | x | -4 | 1 | -7 | x
O=C/C(=C\Nc1ccccn1)c1nc2cc(Cl)ccc2o1 | x | 4 | -2 | -55 | x
C=CCn1c(SCC(=O)Nc2sccc2C#N)nc2sc(C)c(C)c2c1=O | x | 1 | -5 | -13 | x
CCOC(=O)c1ccc(NCc2ccc(N(C)C)cc2)cc1 | x | -2 | 1 | -7 | x
CC1CCCCN1c1nc(-c2ccncc2)nc2ccccc12 (configuration not stated) | x | 5 | -1 | -4 | x
CCOCCCn1c(=S)[nH]c2cc(C(=O)NCCN(CC)CC)ccc2c1=O | x | 2 | -9 | 9 | x
COC(=O)CSc1cc(C(=O)c2nccn2C)c2ccccc2n1 | x | -4 | -3 | -1 | x
Cc1nc2ccccc2cc1OCc1ccccc1 | x | -13 | -3 | 3 | x
O=C1Nc2ccc(Br)cc2/C1=N/N=C/C1=C(N2CCOCC2)C(=C\c2ccccc2)/CC1 | x | 0 | -4 | -21 | x
CC(=O)NCc1c(Cl)cccc1-n1cccc1 | x | 5 | -2 | -3 | x
Cc1nc2ncnn2c(C)c1CCC(=O)N1CCN(c2ccccn2)CC1 | x | -12 | 1 | -6 | x
c1csc(Cn2c(-c3cccs3)nc3ccccc32)c1 | x | 5 | -1 | -14 | x
Cc1ccoc1C(=O)Nc1ccc(CC(=O)O)cc1 | x | 5 | -2 | -10 | x
Cc1ccnc(NC(=O)c2ccccc2NC(=O)C(C)(C)C)c1 | x | 0 | 0 | 0 | x
C#CCOCCOCCOCCNc1nc(N2CCN(C(=O)[C@H]([C@@H](C)O)n3cc(CCCCN)nn3)CC2)nc(N2CCN(C(=O)[C@H](C)n3cc(CCCN=C(N)N)nn3)CC2)n1 | x | -32 | -74 | 12 | x
CC1CN(c2nc3c(c(=O)n(Cc4ccc(Cl)cc4)c(=O)n3C)n2C)CC(C)O1 (configuration not stated) | x | -3 | 0 | 1 | x
COc1ccc(-n2c(C)cc(C(=O)CSc3nn4c(=O)c(C(C)(C)C)nnc4s3)c2C)cc1 | x | -3 | 0 | -7 | x
O=C(NCCN1CCN(Cc2ccccc2)CC1)C1c2ccccc2C(=O)N2CCc3ccccc3C12 (configuration not stated) | x | -4 | 1 | -2 | x
CCOC(=O)c1c(C)[nH]c(/C(C)=N/O)c1C | x | -8 | -6 | -12 | x
N#Cc1c(C(F)(F)F)cc(-c2ccccc2)nc1SCc1nc(N)nc(N2CCOCC2)n1 | x | -17 | -9 | -316 | x
CCOC(=O)C1CCN(S(=O)(=O)c2cccc(-c3cn4cccc(C)c4n3)c2)CC1 | x | 0 | 1 | -6 | x
O=C1CCCC2=C1C(c1ccccc1)n1c(s/c(=C/c3cccc(F)c3)c1=O)=N2 (configuration not stated) | x | 0 | 1 | -28 | x
CCOc1ccc(Br)cc1S(=O)(=O)NCCN(C)C | x | -15 | -25 | 7 | x
CC(C)N(C(=O)C1CC(=O)OC12CCCCC2)C(C)C (configuration not stated) | x | -14 | -1 | -5 | x

This is a subset; rates above refer to the full screens.
